# aDG glyco up: alpha-DG glycosylation activation; 360,000 tested, 0.22% active; activation, % at 10 µM; Pro5-aDG cells, alpha-DG glycosylation AlphaScreen (IIH6); 0% Pro5, 100% B10-LARGE cell signal; AID 624168;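 active = activation of at least 8% versus controls, or a plate z-score of at least 8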;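 note: Pro5 are CHO cells carrying HIG-tagged alpha-DG that lacks glycosylation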
# Exocytosis inh: blocks lytic granule exocytosis | 360,000 tested, 0.66% active | TALL-104 LAMP-1 surface exposure, flow cytometry; cells stimulated with thapsigargin and PMA | AID 651702 | inhibition, % at 10 µM;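 active = inhibition above about 55%, limit read from the data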
# MC4R barr agon: human MC4R agonism via beta-arrestin | activation, % at 8.9 µM | AID 540308 | 360,000 tested, 0.98% active | U2OS MC4R beta-arrestin complementation, luminescence; percent of melanotan II response, DMSO zero;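 active = activation above a per-plate cutoff, the mean activation of sample wells on that plate plus 3 SD, cut at about 8% in these data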
# Target sequence (P32245 whole entry, looked up): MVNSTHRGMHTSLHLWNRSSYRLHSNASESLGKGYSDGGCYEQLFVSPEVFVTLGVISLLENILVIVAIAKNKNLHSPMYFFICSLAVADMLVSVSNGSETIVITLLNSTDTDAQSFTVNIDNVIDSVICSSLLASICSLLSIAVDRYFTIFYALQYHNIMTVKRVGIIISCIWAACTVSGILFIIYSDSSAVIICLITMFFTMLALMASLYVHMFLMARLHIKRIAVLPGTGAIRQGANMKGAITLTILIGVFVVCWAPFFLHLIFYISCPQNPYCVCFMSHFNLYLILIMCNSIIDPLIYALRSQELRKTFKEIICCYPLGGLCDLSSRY
# MC4R antagonist: human MC4R antagonism in cAMP assay. inhibition, % at 6.5 µM. 360,000 tested, 0.48% active. MC4R-expressing cells, MTII-stimulated cAMP, LANCE TR-FRET. AID 540295. P32245;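 active = inhibition above its plate's cutoff, the mean of tested wells on that plate plus 3 SD, cut at about 29% in these data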;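 note: 0% = Melanotan II alone and 100% = Melanotan II plus saturating MCL0020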
#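 Assay system: U2OS cells stably expressing human melanocortin 4 receptor (MC4R) / Dosing: 6.5 µM / Timing: compound 30 min, challenge 1 h, detection 1 h / Measured by: Eu-cAMP/anti-cAMP TR-FRET, emission 671 nm / Replicates: singlicate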
# m5-HT2A agonist: agonists of mouse serotonin 5-HT2A receptor (HTR2A); P35363; AID 624169; 360,000 tested, 0.66% active; activation, % at 7.6 µM; CHO-K1 mHTR2A beta-arrestin complementation, luminescence; percent of 30 µM serotonin response;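 active = activation above a run cutoff, the mean activation of all tested compounds plus 3 SD, cut at about 14% in these data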;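 note: 0% = plate median of compound wells and 100% = 30 µM serotonin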
# Target sequence (P35363 whole entry, looked up): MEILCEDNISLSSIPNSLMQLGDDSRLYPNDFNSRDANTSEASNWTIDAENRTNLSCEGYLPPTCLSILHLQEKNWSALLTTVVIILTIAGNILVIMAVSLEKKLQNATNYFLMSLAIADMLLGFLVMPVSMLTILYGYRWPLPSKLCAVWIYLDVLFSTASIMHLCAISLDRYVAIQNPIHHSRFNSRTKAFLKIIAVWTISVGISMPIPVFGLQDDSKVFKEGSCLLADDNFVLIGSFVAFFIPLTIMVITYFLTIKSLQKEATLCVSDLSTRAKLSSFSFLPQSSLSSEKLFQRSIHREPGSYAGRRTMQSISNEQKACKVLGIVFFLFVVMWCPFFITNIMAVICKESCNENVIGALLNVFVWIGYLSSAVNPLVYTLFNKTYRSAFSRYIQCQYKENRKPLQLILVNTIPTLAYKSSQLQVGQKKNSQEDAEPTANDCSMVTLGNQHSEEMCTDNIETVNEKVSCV
# Glyco luc inh: blocks N-linked glycosylation in D54 reporter cells | D54 ERlucT glycosylation luciferase reporter, 24 h; percent of 100 nM tunicamycin response | 360,000 tested, 0.23% active | reporter increase, % at 12.5 µM | AID 588692;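 active = mean luciferase reporter signal, scaled so untreated is 0 and the glycosylation-blocking control 100, at or above a set limit in every replicate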;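 note: luciferase carries N-glycosylation sites so blocking glycosylation raises the light; 0% = median of neutral control wells and 100% = median of 100 nM tunicamycin wells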
# H9c2 protect: modulators protecting cardiomyocytes from myocardial damage | 360,000 tested, 0.63% active | H9c2 cardiomyocytes, H2O2 injury protection, ATPLite, 2 h | AID 588492 | protection from H2O2 cell death, % at 20 µM;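 active = compounds giving at least 50% protection of heart cells from peroxide-induced death in the single-dose screen, raw or plate-pattern-corrected value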;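 note: 0% = DMSO wells with peroxide and 100% = DMSO wells without peroxide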
# ABCB6 inh MLPCN: blocks the human ABCB6 transporter. fluorescence ratio to DMSO, % at 10 µM. 360,000 tested, 0.19% active. AID 602162. Q9NP58. K562-ABCB6 porphyrin accumulation, flow cytometry, 1 h; stronger effect = lower value;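 active = fluorescence ratio to DMSO below 75%, the collection mean minus 3 SD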;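 note: signal is porphyrin accumulated inside mitochondria; 100% equals median channel fluorescence of DMSO control wells; lower ratio means ABCB6 inhibition with less porphyrin fluorescence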
# ABHD5 PLIN5 PPI: inhibitors of human ABHD5-perilipin-5 interaction; Q00G26+Q8WTS1; Split G. princeps luciferase complementation, luminescence, 4 h; inhibition, % at 4 µM; 360,000 tested, 0.78% active; AID 602281;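 active = inhibition above the mean inhibition across every tested compound plus 3 SD, cut at about 22% in these data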;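 note: 0% = DMSO only wells and the 100% control is not disclosed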
# iPSC survival up: enhancers of human iPSC single-cell survival | 360,000 tested, 0.044% active | hiPSC single-cell survival, ATPlite luminescence; 100% = ROCK inhibitor wells, 0% = DMSO | survival enhancement, % at 20 µM | AID 602274; in the data active = survival enhancement above about 18%;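 note: cells exposed to compounds for 16 hours before the ATP read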
# * marks the source's active call; other numbers are inactive results; . = not tested or not shown.
SMILES,aDG glyco up,Exocytosis inh,MC4R barr agon,MC4R antagonist,m5-HT2A agonist,Glyco luc inh,H9c2 protect,ABCB6 inh MLPCN,ABHD5 PLIN5 PPI,iPSC survival up
COCc1nnc(NC(=O)CC(C)c2ccccc2)s1 (stereo unspecified),-0.1,2,0.5,-7,6,-2,-3,102,4,2.1
CCOc1ccc(OCCC(=O)Nc2ccc(N3CCOCC3)cc2N2CCOCC2)cc1,-0.3,-6,2.4,23,-2,-1,2,98,-2,-2.2
O=S(=O)(NCC(c1ccco1)N1CCOCC1)c1ccc(Cl)cc1 (stereo unspecified),-0.1,-1,0.6,-1,1,1,2,98,-5,0.3
O=C(NCCCN1CCOCC1)c1ccc2c(=O)n(Cc3cccc(Br)c3)c(=S)[nH]c2c1,0.0,36,-2.1,1,-6,-3,0,96,10,-0.3
CCOC(=O)CN(C(=O)Cn1nnc(-c2ccc(C)cc2)n1)C(CC)C(=O)NC1CCCC1 (stereo unspecified),0.2,-4,-1.2,14,-5,-1,-1,93,-2,4.4
CC1CCCCC1NC(=O)c1nnc(Cc2ccc(Cl)cc2)o1 (stereo unspecified),0.2,7,5.1,1,2,1,-24,97,-5,-2.9
O=C(Cn1cccc1)N1CCc2ccccc21,0.6,-1,-1.0,3,6,0,6,99,5,-1.5
CC(=O)c1ccc(Nc2nc3ccccc3nc2NS(=O)(=O)c2cccs2)cc1,0.2,28,-1.0,7,-1,0,-10,98,-2,-0.1
CC1=C(C(=O)N2CCOCC2)CC(CC(=O)NCc2cccc3ccccc23)C(=O)N1CCC1=CCCCC1 (stereo unspecified),0.3,-1,2.0,11,3,1,4,102,-9,-2.4
Cc1ccc(NC(=O)CSCCc2ccccn2)nc1,-0.2,-3,0.2,6,0,1,12,103,1,-1.5
O=C(O)c1ccc(CP(=O)(c2ccccc2)c2ccccc2)cc1,-0.1,-5,-1.3,3,5,1,6,97,-5,0.9
O=C(CNC(=O)c1ccccc1Br)N/N=C/c1cccs1,0.1,-4,-1.1,-1,-4,0,1,100,-7,0.4
CCN(CC)S(=O)(=O)c1cccc(C(=O)NN2Cc3ccccc3C2=N)c1,0.3,-6,0.8,-7,1,2,18,98,6,1.6
O=C(NCc1ccco1)c1ccc(Cn2c(=O)c3ccccc3n(Cc3cccc(F)c3)c2=O)cc1,0.6,0,-0.9,2,-2,-3,4,97,-1,2.9
O=C(N/N=C/c1ccco1)c1cc(-c2cccc3ccccc23)n[nH]1,-0.4,-2,-0.1,3,-10,3,6,98,4,-1.3
CCCc1cnc(NCCNCC(O)COc2ccc(Cl)c(Cl)c2)nc1 (stereo unspecified),0.0,47,8.4*,7,1,4,-10,92,5,-0.4
C=CC[C@@H](CC(=O)N[C@@H](CO)Cc1ccccc1)C(=O)NC[C@H](OC(=O)[C@@H](CC=C)Cc1ccc(F)cc1)c1ccccc1,-0.4,-6,2.8,17,-6,-6,32,85,-1,4.3
CCOC(=O)C1=CCN(S(=O)(=O)c2ccccc2C)C1c1cccc(C)c1 (stereo unspecified),-0.1,-1,.,.,-4,0,-1,97,-6,-0.9
CN(C)S(=O)(=O)c1cccc(NC(=O)COC(=O)CCc2nc3ccccc3s2)c1,-0.3,0,-1.7,9,-3,1,-2,93,-4,-0.1
C/[N+]([O-])=C/c1c(OCc2ccccc2)ccc2ccccc12,0.0,10,-1.6,12,0,-1,2,93,-4,-0.9
S=c1[nH]nc(CCc2ccccc2)n1Cc1ccccc1,0.7,10,-0.7,1,-1,-1,-9,91,-9,2.7
CCOc1ccc(OCC)c(NC(=O)C2CCN(c3nn4c(=O)cc(C)nc4s3)CC2)c1,0.0,-1,-2.2,0,-3,8,8,96,-1,3.5
C=C(C)C1Cc2nc(N)nc(C)c2C1 (stereo unspecified),-0.1,-2,0.6,-1,-3,0,1,97,-1,-1.7
C=CCNC(=O)/C(=C\c1ccc(OC)cc1)NC(=O)c1ccc([N+](=O)[O-])cc1,0.2,-1,-1.2,2,-2,4,3,104,0,-2.8
CCN(CC)S(=O)(=O)c1ccc(Cl)c(NC(=S)NC(=O)C2CCCC2)c1,1.3,-4,-0.5,4,-7,-12,-28,97,-5,-1.5
O=C(NCCC1CCCCN1S(=O)(=O)c1ccccc1)C(=O)NC1CC1 (stereo unspecified),0.1,-2,0.1,4,6,1,2,100,-8,-0.4
COc1ccc(C(=O)N2CCN(C3CCC(c4ccccc4)CC3)CC2)cc1OC (stereo unspecified),0.7,0,1.1,8,-8,-5,5,97,2,-1.1
CSc1ccc(/C=N\NC(=O)CC(=O)NC(C)C)cc1,0.3,1,-2.0,3,-1,2,0,99,-3,-0.6
CCc1ccc2c(c1)C1(SC(NC(C)=O)=NN1C(C)=O)C(=O)N2C(C)C (stereo unspecified),0.0,-1,-0.5,4,6,-1,2,96,1,-0.6
O=C(c1ccc(F)cc1)N1CCC(C(=O)N2CCN(S(=O)(=O)c3ccccc3Br)CC2)CC1,0.0,-1,0.1,9,5,-3,1,90,-8,0.5
CCN(CC)C(=O)CCCc1c[nH]c2ccccc12,0.2,-6,1.1,32*,-3,2,2,103,0,-2.8
COc1ccc(OCC(=O)N2CCN(C(=O)COc3ccc(Br)cc3)CC2)cc1,0.3,-3,-1.8,9,2,-2,5,102,-1,0.5
Cc1ccc(C(=O)c2cnc3ccccc3c2-c2ccccc2)cc1,0.1,3,1.4,9,-8,-9,-7,97,-9,4.3
COc1ccc(-c2noc3c2-c2nc(C(C)C)sc2CC3)cc1,-0.3,23,1.5,7,-5,-3,-3,98,-8,6.5
COc1ccc(/C=C2\SC(=O)N(CCC(=O)N3CCCCC3)C2=O)cc1OC,-0.1,-11,3.0,-12,5,-1,-3,96,17,-0.4
COC(=O)c1c(NC(=O)c2ccccc2)sc2c1CC(C)(C)OC2,0.1,13,-2.0,3,-3,3,26,94,-6,-1.5
Cc1cccc(N2CCN(S(=O)(=O)c3ccc(Cl)nc3)CC2C)c1 (stereo unspecified),0.1,3,-1.1,3,-3,-6,-3,100,0,-1.2
COC(=O)CCc1nc2c(C#N)c(-c3ccc(Cl)cc3)ccn2n1,0.0,6,1.4,15,-4,0,-1,97,-11,0.4
C/C(=N\NS(=O)(=O)c1ccc(C)c([N+](=O)[O-])c1)c1ccc2c(c1)OCO2,-0.1,-3,0.2,-4,-2,4,-4,97,-1,-0.3
CC(=O)Nc1ccc(-c2c(C)cc3oc(=O)cc(-c4ccccc4)c3c2C)cc1,0.1,7,-2.4,7,-4,-1,-2,103,-1,-1.0
CC(C)CN(C(=O)CSc1nc(N)cc(N)n1)C1CCS(=O)(=O)C1 (stereo unspecified),-0.1,3,-0.8,-1,1,1,2,101,-1,-0.3
O=C(NCC1CCCCC1)c1ccc(=O)[nH]c1,0.3,-7,0.3,-5,2,0,0,94,-8,-0.6
CN(Cc1ccccc1)C(=O)c1ccccc1Br,-0.3,-8,-0.7,7,1,-2,13,105,2,-0.2
CC1(C)C(N(O)C(=O)Nc2ccc(Cl)cc2)N(c2ccc(Cl)cc2)C(=O)N1CC(=O)NN (stereo unspecified),-0.3,1,-0.8,28,-3,0,10,97,1,0.7
CSc1nc(NS(=O)(=O)c2cc(Br)ccc2Br)cc(=O)[nH]1,-0.1,-5,0.2,5,-3,-2,2,88,1,0.1
COc1ccc(/C=C/c2nc3ccccc3c(=O)n2-c2cccc(C(=O)O)c2)cc1,1.3,-2,-0.9,9,3,1,6,104,10,0.1
Cc1c(C)n(O)c2ccc3nonc3c12,0.0,-6,-0.5,-3,0,0,10,94,-5,1.8
COc1ccc(-n2nc3c(c2NC(=O)CCCl)CSC3)cc1,0.1,16,-1.4,11,-3,0,-2,97,-4,-0.3
O=[N+]([O-])c1ccc(Oc2cc(NC3CCCCCCC3)c([N+](=O)[O-])cc2[N+](=O)[O-])cc1,-0.5,-6,-3.1,3,0,-2,-3,101,-6,-3.0
O=C(CCN1CCc2ccccc2C1)c1ccc2c(c1)OCCO2,-0.4,49,-3.6,23,8,1,-18,96,18,-1.0
O=C(c1cc(C2CCCCN2C(=O)CCCc2ccccc2)on1)N1CCOCC1 (stereo unspecified),0.0,-3,-1.4,2,-4,3,8,97,1,-0.8
O=C(NCc1ccc2c(c1)OCO2)c1ccc(CS(=O)Cc2cccc(Cl)c2)o1 (stereo unspecified),0.0,-5,1.4,-2,-3,-3,2,103,5,0.3
COC(=O)C1CN(C(=O)COc2cc(C)cc(C)c2)c2ccccc2O1 (stereo unspecified),0.1,6,2.5,23,-7,-2,-5,98,-9,0.8
CCNC(=O)c1ccc(-n2nc(C(F)(F)F)c3c2CCCC3)cc1,0.4,1,2.0,2,-3,-4,-4,100,-5,4.8
CCOC(=O)c1oc2cc(O)ccc2c(=O)c1-c1ccc(OC)cc1,0.1,-1,-1.3,3,2,3,7,101,-1,1.0
OC(COc1cccc2ccccc12)CN1CCN(c2ccc(Cl)cc2)CC1 (stereo unspecified),0.0,10,1.0,-2,-10,1,-4,98,-11,0.2
COc1ccc(N2CCN(C(=O)C(=O)c3cc(OC)c(OC)c(OC)c3)CC2)cc1,0.2,-4,.,.,2,.,.,.,6,.
CCC1CCCCN1C(=O)CSc1nnc(-c2cccs2)o1 (stereo unspecified),0.2,12,-0.2,2,1,-4,-10,86,-6,0.6
c1csc(C(c2nnnn2C2CCCCC2)N2CCCC3(CCCCC3)C2)c1 (stereo unspecified),0.3,23,-1.6,1,0,0,-26,98,1,1.9
Cc1noc(C)c1C(=O)OC(C)C(=O)Nc1ccc2c(c1)OCO2 (stereo unspecified),-0.1,-1,-1.8,2,4,1,1,97,4,-0.2
# The listing continues:
SMILES,aDG glyco up,Exocytosis inh,MC4R barr agon,MC4R antagonist,m5-HT2A agonist,Glyco luc inh,H9c2 protect,ABCB6 inh MLPCN,ABHD5 PLIN5 PPI,iPSC survival up
Cc1cc(Cl)c(S(=O)(=O)N2CCN(c3ccc(F)cc3)CC2)cc1OCC(N)=O,0.0,-1,1.8,4,-4,-1,-2,108,5,6.3
CCOc1[nH]n(-c2ccc(Cl)cc2)c(=O)c1C=Nc1ccc(O)cc1,-0.2,0,0.0,-4,-5,20,-8,92,-9,-0.8
COc1ccc(C)cc1S(=O)(=O)N(C)CC(=O)NC1CCCCC1,0.0,-4,2.2,19,-7,1,-2,106,-16,0.8
O=C1[C@H](Oc2ccccc2)[C@@H](c2ccncc2)N1c1ccncc1,0.0,-3,-1.0,4,-3,1,12,101,3,-2.4

# 3 of the entries above in order of their number in MC4R barr agon, lowest first.
smiles,aDG glyco up,Exocytosis inh,MC4R barr agon,MC4R antagonist,m5-HT2A agonist,Glyco luc inh,ABCB6 inh MLPCN,ABHD5 PLIN5 PPI
O=C1[C@H](Oc2ccccc2)[C@@H](c2ccncc2)N1c1ccncc1,0.0,-3,-1.0,4,-3,1,101,3
CCOc1[nH]n(-c2ccc(Cl)cc2)c(=O)c1C=Nc1ccc(O)cc1,-0.2,0,0.0,-4,-5,20,92,-9
Cc1cc(Cl)c(S(=O)(=O)N2CCN(c3ccc(F)cc3)CC2)cc1OCC(N)=O,0.0,-1,1.8,4,-4,-1,108,5

# High-throughput results as filed in PubChem.
